# TNAP activators = human TNAP enzyme activators, primary screen, biochemical, luminescent, no phosphate acceptor, uHTS (AID 1001). hit rate 0.03% among 200,000. one-dose activation fold at 20 µM; EC50 in µM for titrated hits. purified TNAP, luminescent activation assay, no phosphate acceptor; higher activation fold means a stronger effect; in the data active = activation fold from about 3, or a potency from the dose series; inactive = the rest, 99 in 100 with activation fold below about 1.6; note: many of its hits are not listed in these tables
# Siah-1 displacement = Siah-1 peptide-binding antagonists, primary screen, biochemical, fluorescence polarization, rhodamine-plectin, uHTS (AID 1817); Siah-1 / rhodamine-plectin peptide fluorescence polarization; higher % means a stronger effect; displacement, % at 20 µM, or IC50 in µM where a hit was titrated; hit rate 0.02% among 290,000;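 active = displacement of at least 50% at 20 µM, with a fluorescence ratio check between 0.3 and a set limit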;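 note: plate controls were Siah plus tracer with DMSO for no effect and tracer alone without Siah for full effect; strong numbers were not always called active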
# PMI inhibitors = inhibitors of human PMI, primary screen, biochemical, fluorescence intensity, coupled assay (AID 1209); purified PMI enzyme, coupled fluorescence intensity; higher % means a stronger effect; one-dose inhibition, % at 20 µM; IC50 in µM for titrated hits; hit rate 0.42% among 190,000;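 note: plate controls were DMSO vehicle for no effect and wells lacking substrate for full effect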
# Myeloid diff MLP = promotes myeloid progenitor differentiation. ER-HoxA9 myeloid progenitors, lysozyme-GFP differentiation, flow cytometry. hit rate 1% among 360,000. calls only at 10 µM;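 active = normalized GFP-positive differentiation at or above the plate's own cutoff, the solvent-only control mean plus 3 SD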;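 note: cells exposed to compound for four days before flow analysis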
# WT yeast gro inh = growth inhibition of WT yeast, mitochondrial fusion screen | hit rate 2.1% among 190,000 | mitochondrial fusion phenotypic screen, WT strain | inhibition, % at 10 µM; in the data active = inhibition above about 58%; tested in S. cerevisiae
# PhoP inhibition = PhoP-dependent GFP reporter repression – Salmonella Typhimurium, primary screen (AID 1863); S. Typhimurium PhoP-regulated promoter GFP reporter, 4 h; higher % means a stronger effect; inhibition, % at 50 µM, or IC50 in µM where a hit was titrated; hit rate 0.16% among 300,000;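 active = inhibition over 29.93%, a cutoff 3 SD above the screen mean, later confirmed by dose response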;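 note: 0% = low Mg2+ inducing control and 100% = high Mg2+ repressing control; strong numbers were not always called active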
# RSV CPE inhibition = RSV antiviral activity via CPE protection, HEp-2 cells, primary 10 µM value included (AID 2391). HEp-2 cells, RSV-induced CPE inhibition; higher % means a stronger effect. one-dose CPE inhibition, % at 10 µM; IC50 in µM for titrated hits. hit rate 0.13% among 310,000; in the data active = a potency from the dose series; note: strong numbers were not always called active
# PMI inhibition = human PMI inhibitors, high substrate, primary screen, biochemical, fluorescence intensity, high mannose 6-phosphate (AID 1220); one-dose inhibition, % at 20 µM; IC50 in µM for titrated hits; recombinant PMI enzyme, coupled fluorescence intensity; higher % means a stronger effect; hit rate 0.66% among 190,000
# XIAP antagonists = XIAP antagonists, biochemical, IAP family, fluorescence polarization (AID 1018); hit rate 0.007% among 200,000; one-dose displacement, % at 20 µM; IC50 in µM for titrated hits; XIAP BIR domain, fluorescence polarization peptide displacement; higher % means a stronger effect; in the data active = displacement above about 50%; note: a part of the inactive calls stands beside numbers as strong as those of hits
# WT yeast gro inh mutant strain = second read-out of WT yeast gro inh, no call of its own (marks repeat the call); inhibition, %; mitochondrial fusion phenotypic screen, mutant strain inhibition
# Myeloid diff MLP GFP+ MAC1+ % = second read-out of Myeloid diff MLP, no call of its own (marks repeat the call); GFP+ MAC1+ double positive, %; measured here: differentiation confirmed by MAC1 staining
# * = called active by the depositor; i = inactive; . = not tested or not shown. Cut-off read from the data, not from the text of the source, unless noted: active = inhibition above about 50%; inactive = the rest.
No.	canonical_smiles	TNAP activators	Siah-1 displacement	PMI inhibitors	Myeloid diff MLP	Myeloid diff MLP GFP+ MAC1+ %	WT yeast gro inh
1	CCN1CCN(C(=O)Nc2ccccc2OC)CC1	1.1	-3%	8%	i	0.3	8
2	O=C(O)c1ccc(N2CCN(c3ccc(Cl)cc3)CC2)c([N+](=O)[O-])c1	.	2%	.	i	0.4	.
3	COC(=O)C(=O)/C=C(\O)c1c(C)cc(C)cc1C	.	5%	.	i	0.9	.
4	CCOC(=O)C1=C(C)n2c(s/c(=C3\C(=O)Nc4ccccc43)c2=O)=NC1c1ccc(OC)cc1 (stereo not given)	0.7	-6%	22%	i	0.7	8
5	CC1CCN(S(=O)(=O)c2ccc3[nH]cc(C(=O)NCCN4CCOCC4)c(=O)c3c2)CC1	1.1	0%	14%	i	0.5	-8
6	COc1ccc(NC(=O)Cn2c(=O)sc3ccccc32)cc1	1	-2%	15%	i	0.9	-3
7	CCCC(=O)Nc1cccc2c1CCCC2	1.1	-1%	-5%	i	0.6	-14
8	CN(C)S(=O)(=O)c1cccc(NC(=O)C2Cc3ccccc3CN2C(=O)c2ccccc2)c1 (stereo not given)	.	-2%	.	i	4.7	.
9	Cc1nn(C)c(C)c1S(=O)(=O)N(CC(=O)NC1CCCCCC1)c1ccc(C(C)C)cc1	1	1%	5%	i	5.3	9
10	Cc1ccc(NC(=O)NCCN2C(=O)C3C4C=CC(C4)C3C2=O)cc1 (stereo not given)	1	-3%	-12%	i	0.6	5
11	CCOC(=O)C1=C(C)NC(=O)NC1c1c(OC)ccc2ccccc12 (stereo not given)	.	9%	.	i	0.4	.
12	CC1CC(C)CN(S(=O)(=O)c2ccc(C(C)(C)C)cc2)C1 (stereo not given)	1.1	4%	-4%	i	0.7	14

No.	WT yeast gro inh mutant strain	PhoP inhibition	RSV CPE inhibition	PMI inhibition	XIAP antagonists
1	1	3%	-0.7%	22%	-4.0%
2	.	-4%	7.2%	.	.
3	.	3%	1.0%	.	.
4	-4	-2%	-2.2%	14%	-2.3%
5	10	-5%	0.4%	7%	-1.1%
6	40	-2%	2.4%	14%	-12%
7	10	-3%	2.7%	-3%	-1.0%
8	.	14%	3.2%	.	.
9	9	3%	-0.3%	3%	1.6%
10	4	-1%	1.7%	-16%	-5.6%
11	.	7%	0.6%	.	.
12	13	-5%	7.6%	-5%	1.4%

# Complete entries as entered above. Screens in order: TNAP activators | Siah-1 displacement | PMI inhibitors | Myeloid diff MLP | Myeloid diff MLP GFP+ MAC1+ % | WT yeast gro inh | WT yeast gro inh mutant strain | PhoP inhibition | RSV CPE inhibition | PMI inhibition | XIAP antagonists
# COC(=O)C(=O)/C=C(\O)c1c(C)cc(C)cc1C is entered as . | 5% | . | i | 0.9 | . | . | 3% | 1.0% | . | .
# Cc1ccc(NC(=O)NCCN2C(=O)C3C4C=CC(C4)C3C2=O)cc1 (stereo not given) is entered as 1 | -3% | -12% | i | 0.6 | 5 | 4 | -1% | 1.7% | -16% | -5.6%
# COc1ccc(NC(=O)Cn2c(=O)sc3ccccc32)cc1 is entered as 1 | -2% | 15% | i | 0.9 | -3 | 40 | -2% | 2.4% | 14% | -12%
# CCCC(=O)Nc1cccc2c1CCCC2 is entered as 1.1 | -1% | -5% | i | 0.6 | -14 | 10 | -3% | 2.7% | -3% | -1.0%
# Cc1nn(C)c(C)c1S(=O)(=O)N(CC(=O)NC1CCCCCC1)c1ccc(C(C)C)cc1 is entered as 1 | 1% | 5% | i | 5.3 | 9 | 9 | 3% | -0.3% | 3% | 1.6%

# (further entries)
No.	canonical_smiles	TNAP activators	Siah-1 displacement	PMI inhibitors	Myeloid diff MLP	Myeloid diff MLP GFP+ MAC1+ %	WT yeast gro inh
13	O=C(O)c1csc(Cc2ccccc2)n1	1.1	0%	-2%	i	0.2	-19
14	C=CCOC(=O)C1=C(C)N=C2SCCC(=O)N2C1c1cccs1 (stereo not given)	1	3%	14%	i	0.4	-18
15	COc1cc2c(cc1OC)C(c1cc(OC)c(OC)cc1[N+](=O)[O-])N(C(C)=O)CC2 (stereo not given)	.	-3%	.	i	0.3	.
16	Cc1cc(C)c(C)c(S(=O)(=O)N2CCSCC2)c1C	.	6%	.	i	0.1	.
17	CCCc1cc(C(=O)Nc2cc(Cl)ccc2O)no1	.	0%	.	i	2.9	.
18	CCC(Cc1ccccc1)n1c(=S)[nH]c2ccccc2c1=O (stereo not given)	1	-2%	6%	i	1.2	16
19	COC(=O)CCC(=O)Nc1ccc(NC(C)=O)cc1	1.2	2%	5%	i	0.4	2
20	O=C(NNC(=O)C1CCCN(S(=O)(=O)c2cccc(F)c2)C1)C1CC1 (stereo not given)	1	1%	7%	i	0.4	-8
21	COc1ccc(C2C(C(=O)N3CCC(C)CC3)c3ccccc3C(=O)N2C)cc1 (stereo not given)	1.1	12%	-8%	i	0.6	6
22	CCN(CCO)c1ncnc2onc(-c3ccc(F)cc3)c12	.	-2%	.	i	0.5	.
23	Cc1sc(-c2ccccn2)nc1OC(=O)c1ccc(F)cc1F	1.4	6%	6%	i	0.4	0
24	Nc1c(-c2ccccc2)c(CN2CCOCC2)nn1-c1ccccc1	1	5%	4%	i	0.6	-5

No.	WT yeast gro inh mutant strain	PhoP inhibition	RSV CPE inhibition	PMI inhibition	XIAP antagonists
13	9	-10%	-0.2%	5%	-5.9%
14	-4	-2%	1.3%	11%	-4.0%
15	.	6%	3.8%	.	.
16	.	-3%	2.5%	.	.
17	.	-1%	3.3%	.	.
18	0	1%	11%	6%	-4.5%
19	-8	-5%	1.0%	-1%	-7.3%
20	-7	-3%	0.5%	5%	-2.1%
21	-2	7%	-1.1%	-8%	-3.5%
22	.	8%	0.1%	.	.
23	-1	-5%	-0.8%	14%	-3.8%
24	-10	9%	-0.4%	-2%	0.7%

# New compounds follow
No.	canonical_smiles	TNAP activators	Siah-1 displacement	PMI inhibitors	Myeloid diff MLP	Myeloid diff MLP GFP+ MAC1+ %	WT yeast gro inh
25	COc1ccc(-n2ncc3c2CC(C)(C)CC3NC(=O)c2c(C)cc(=O)oc2C)cc1 (stereo not given)	.	0%	.	i	1.2	.
26	O=C(Nc1cccc(C(F)(F)F)c1)/C(=C\c1ccco1)NC(=O)c1cccs1	1.2	-3%	10%	i	0.7	-11
27	Cc1ccc(Cn2nnc3c(=O)[nH]c(C4CCN(S(=O)(=O)c5ccccc5F)CC4)nc32)cc1	.	3%	.	i	0.6	.
28	Cc1ccc(C)c(S(=O)(=O)N2CCN(C(=O)c3cnccn3)CC2)c1	1.1	1%	-9%	i	1.6	-6
29	COc1ccc(C(=O)NCCSc2ccccc2)cc1OC	1.1	3%	4%	i	0.1	4
30	Cc1ccc(OCCSCc2nnc(NC(=O)Nc3cccc(Cl)c3)s2)cc1	1.2	8%	-4%	i	0.3	-10
31	COc1cc(C(=O)N/N=c2/sc3ccccc3n2C)cc(OC)c1OC	1.3	-4%	-10%	i	0.2	-3
32	CCCC1C2C(=O)N(c3ccc(OC)cc3)C(=O)C2ON1c1ccccc1 (stereo not given)	1.1	-1%	6%	i	2.1	5
33	CCCc1[nH]nc2c1C1(CCN(C(=O)OCc3ccccc3)CC1)C(C#N)=C(N)O2	1.1	-5%	10%	i	4.5	-4
34	CC(C)CCc1noc(CN2CCC(CCN3CCCC3=O)CC2)n1	1	8%	5%	i	0.9	10
35	CCCNC(=O)CCC(NS(=O)(=O)c1ccc(C)cc1)C(=O)NCCC (stereo not given)	1.1	2%	3%	i	9.1	-11
36	CCCN1C[C@H](CSC)C[C@@H]2c3cccc4[nH]cc(c34)C[C@H]21	1.1	-4%	-6%	i	2.7	11

No.	WT yeast gro inh mutant strain	PhoP inhibition	RSV CPE inhibition	PMI inhibition	XIAP antagonists
25	.	6%	1.6%	.	.
26	-21	5%	1.0%	-6%	-2.8%
27	.	-3%	84%	.	.
28	-16	-10%	-1.2%	-4%	-2.0%
29	2	-1%	1.0%	2%	0.2%
30	11	-7%	13%	2%	-3.7%
31	-1	-10%	0.3%	-17%	-5.9%
32	-1	-4%	1.1%	8%	-6.8%
33	-1	11%	-1.1%	16%	-3.5%
34	11	-8%	2.1%	3%	-4.0%
35	5	-4%	-0.5%	-2%	-0.6%
36	-12	-4%	-0.9%	10%	-5.6%

# Other compounds
No.	canonical_smiles	TNAP activators	Siah-1 displacement	PMI inhibitors	Myeloid diff MLP	Myeloid diff MLP GFP+ MAC1+ %	WT yeast gro inh
37	Cc1ccccc1NC(=O)c1ccc(NC(=O)C2CC(=O)OC23CCCCC3)cc1 (stereo not given)	1.1	-2%	8%	i	0.9	8
38	Cc1cc(OC(=O)c2c(Cl)cc(Cl)cc2Cl)nc(C)n1	1	-1%	12%	i	1.0	-3
39	O=C(CSCc1ccc([N+](=O)[O-])cc1)NC1CC2CCC1C2 (stereo not given)	1.1	-4%	10%	i	0.6	-15
40	CC1=NN(C(=O)COc2ccc(C)c(C)c2)C(O)(c2ccc(Cl)cc2)C1 (stereo not given)	1.3	1%	5%	i	0.8	5
41	O=C(CCC(=O)c1ccc(Oc2ccccc2)cc1)Nc1ccc(C(=O)O)cc1	.	0%	.	i	0.8	.
42	O=P(c1ccccc1)(c1ccccc1)C(c1ccco1)N1CCOCC1 (stereo not given)	1.1	-3%	-3%	i	0.0	.
43	COCCOC(=O)C1=C(C)N=C2SCCC(=O)N2C1c1cccs1 (stereo not given)	1.1	-3%	-4%	i	0.6	0
44	CC(c1nnc(SCC(=O)c2c(N)n(C)c(=O)n(C)c2=O)n1-c1ccc(Cl)cc1)N(C)C (stereo not given)	1.1	-2%	-8%	i	1.6	24
45	O=C(Nc1nc2ccccc2s1)c1cccc(N2C(=O)CCC2=O)c1	.	16%	.	i	0.8	.
46	O=C(NCc1ccccc1)c1cc(-c2cccs2)on1	1.1	-1%	12%	i	0.7	-17
47	Cc1noc(C)c1S(=O)(=O)N1CCCCC1	1.1	3%	5%	i	8.2	4
48	COc1ccccc1C1/C(=C(/O)c2ccccc2)C(=O)C(=O)N1CC(C)O (stereo not given)	1.1	4%	4%	i	1.1	12
49	O=C(NCc1ccco1)C12CC3CC(CC(C3)C1)C2	1.1	5%	-8%	i	0.9	-25
50	COc1ccccc1N(CC1CO1)S(=O)(=O)c1ccccc1 (stereo not given)	.	2%	.	i	0.8	.

No.	WT yeast gro inh mutant strain	PhoP inhibition	RSV CPE inhibition	PMI inhibition	XIAP antagonists
37	12	-1%	.	16%	-4.6%
38	-3	2%	-0.5%	14%	-2.1%
39	-1	-12%	1.7%	6%	-3.2%
40	-8	-7%	4.6%	10%	-6.6%
41	.	-14%	1.6%	.	.
42	.	7%	0.3%	-8%	-1.5%
43	1	9%	0.0%	-6%	-4.1%
44	28	8%	-0.4%	-13%	-4.4%
45	.	-2%	0.7%	.	.
46	-2	-13%	-1.0%	1%	-3.4%
47	0	6%	2.0%	3%	-3.8%
48	4	12%	1.0%	-4%	-2.4%
49	4	5%	-1.2%	-13%	1.9%
50	.	10%	1.4%	.	.

# Compound activity deposited in PubChem BioAssay by several laboratories.
